Assay outcomes (PubChem)
Mtb BioA inh – inhibitors of Mycobacterium tuberculosis BioA enzyme | purified M. tuberculosis BioA enzyme, plate reader | inhibition, % at 9.99 µM | actives 0.096% (n = 360,000) | AID 602481; in the data active means inhibition above about 40%
Numbers without * were called inactive. An excerpt. The share of hits here may be higher or lower than overall.

cpd	SMILES	Mtb BioA inh
1	Cc1noc(C)c1NC(=O)Nc1ccc2c(c1)C(=O)N([C@H](C)CO)C[C@H](C)[C@@H](CN(C)C(=O)Nc1ccc3c(c1)OCO3)OCCCC[C@@H](C)O2	3.5
2	COCC#Cc1ccc([C@H]2[C@H](CO)N3CCCCN(S(=O)(=O)c4ccccc4F)C[C@@H]23)cc1	-5.1
3	CN1CCN(C(=O)[C@@H]2[C@@H](CO)[C@@H]3Cn4c(ccc(C5=CCCCC5)c4=O)[C@H]2N3S(C)(=O)=O)CC1	0.3
4	Cc1noc(C)c1S(=O)(=O)Nc1ccc2c(c1)CC(=O)N([C@@H](C)CO)C[C@H](C)[C@@H](CN(C)C)O2	-4.0
5	C[C@@H]1CN([C@H](C)CO)C(=O)Cc2cc(NC(=O)Cc3cn(C)c4ccccc34)ccc2O[C@@H]1CN(C)Cc1ccc(Oc2ccccc2)cc1	-2.6
6	COc1cccc(NC(=O)C[C@@H]2CC[C@@H]3[C@@H](COc4ccc(NC(=O)C5CCOCC5)cc4C(=O)N3C)O2)c1	1.3
7	COC(=O)[C@H]1[C@H](CO)[C@H]2Cn3c(ccc(-c4cccc(F)c4)c3=O)[C@@H]1N2C(=O)CC1CC1	2.2
8	C[C@H]1CCCCO[C@H](CN(C)S(=O)(=O)c2cccs2)[C@@H](C)CN([C@@H](C)CO)C(=O)c2cc(NC(=O)Nc3ccc(C(F)(F)F)cc3)ccc2O1	0.5
9	CO[C@H]1CN(C)C(=O)c2cc(NS(C)(=O)=O)ccc2OC[C@@H](C)N(Cc2nccs2)C[C@H]1C	1.4
10	Cc1ccc(S(=O)(=O)Nc2ccc3c(c2)C(=O)N([C@H](C)CO)C[C@H](C)[C@H](CN(C)S(C)(=O)=O)OCCCC[C@H](C)O3)cc1	-0.3
11	COc1ccc(S(=O)(=O)Nc2ccc3c(c2)CC(=O)N([C@H](C)CO)C[C@@H](C)[C@@H](CN(C)Cc2ccccc2)O3)cc1	0.1
12	CCCNC(=O)Nc1ccc2c(c1)OC[C@H](C)N(CCC)C[C@@H](C)[C@H](OC)CN(C)C2=O	1.2
13	C[C@@H]1CN([C@H](C)CO)S(=O)(=O)c2ccc(-c3ccccc3)cc2O[C@H]1CN(C)C(=O)c1ccc2c(c1)OCO2	0.9
14	CN1[C@@H]2CN(C(=O)C3CCOCC3)c3ccccc3[C@@H]2[C@@H]1CO	-4.4
15	CN1C(=O)c2cc(NC(=O)c3ccc(F)c(F)c3)ccc2OC[C@@H]2O[C@H](CC(=O)N[C@H]3CCN(Cc4ccccc4)C3)CC[C@@H]21	1.7
16	C[C@H](CO)N1C[C@H](C)[C@H](CN(C)C(=O)Nc2cccc3ccccc23)Oc2c(NS(=O)(=O)c3ccccc3)cccc2C1=O	1.5
17	C[C@@H]1CN([C@H](C)CO)S(=O)(=O)c2ccc(-c3ccncc3)cc2O[C@H]1CN(C)Cc1ccccc1	1.2
18	CCNC(=O)C[C@H]1CC[C@@H]2[C@@H](COc3ccc(NC(=O)c4ccc(F)c(F)c4)cc3C(=O)N2C)O1	12.8
19	COCCNC[C@@H]1[C@@H](c2ccccc2)[C@@H](CO)N1c1nc(C)c(C)s1	1.9
20	COCC(=O)N(C)C[C@H]1Oc2cc(C#Cc3cccnc3)ccc2S(=O)(=O)N([C@H](C)CO)C[C@@H]1C	9.2
21	C[C@@H]1CN([C@@H](C)CO)C(=O)c2cc(NC(=O)c3ccncc3)ccc2O[C@H]1CN(C)CC1CCCCC1	-0.3
22	CCC(=O)N1C[C@H](C)[C@H](OC)CN(C)C(=O)c2cc(NC(=O)C3CCOCC3)ccc2OC[C@H]1C	0.0
23	CC(C)CC#Cc1ccc([C@@H]2[C@@H](CO)N3CCCCN(C(=O)NC4CCCC4)C[C@@H]23)cc1	-3.0
24	CNC[C@H]1Oc2ncc(-c3ccc(OC)cc3)cc2C(=O)N([C@H](C)CO)C[C@@H]1C	-1.7
25	CO[C@@H]1CN(C)C(=O)c2cc(NC(=O)c3ccc(F)cc3)ccc2OC[C@@H](C)N(C)C[C@H]1C	0.4
26	C[C@@H]1CN([C@@H](C)CO)C(=O)Cc2cc(NC(=O)Cc3ccccc3)ccc2O[C@@H]1CN(C)Cc1ccc(C(=O)Nc2ccccc2N)cc1	0.1
27	CC(C)NC(=O)Nc1ccc2c(c1)CC(=O)N([C@H](C)CO)C[C@@H](C)[C@@H](CN(C)S(=O)(=O)c1ccccc1)O2	0.1
28	CCCNC(=O)N1[C@@H]2c3ccc(-c4ccc(OC)cc4)c(=O)n3C[C@H]1[C@H](CO)[C@H]2C(=O)NC1CCC1	0.7
29	C[C@H](CO)N1C[C@H](C)[C@H](CN(C)CC2CCCCC2)Oc2c(NC(=O)C3CCOCC3)cccc2C1=O	-0.7
30	C[C@@H]1CN([C@H](C)CO)C(=O)Cc2cc(N(C)C)ccc2O[C@@H]1CN(C)S(=O)(=O)c1ccc(Cl)cc1	-1.6
31	CO[C@@H]1CN(C)C(=O)c2cc(NS(C)(=O)=O)ccc2OC[C@@H](C)N(S(=O)(=O)CC(F)(F)F)C[C@H]1C	0.5
32	Cc1noc(C)c1NC(=O)N(C)C[C@H]1Oc2c(NC(=O)c3cnccn3)cccc2C(=O)N([C@H](C)CO)C[C@@H]1C	-3.0
33	C[C@H](NC(=O)C[C@H]1C[C@@H]2c3cc(NS(C)(=O)=O)ccc3O[C@@H]2[C@H](CO)O1)c1ccccc1	-0.2
34	O=C(NC1CCCC1)[C@H]1[C@H](CO)[C@H]2Cn3c(ccc(C4=CCCCC4)c3=O)[C@@H]1N2CC1CC1	-0.1
35	COc1ccccc1NC(=O)N1CC[C@@H]2[C@H]1c1cc(C#Cc3ccc(F)cc3)ccc1N(C)[C@@H]2CO	1.1
36	O=C(C[C@@H]1C[C@@H]2c3cc(NC(=O)c4cccnc4)ccc3O[C@@H]2[C@@H](CO)O1)NCc1cccnc1	41.5*
37	CNC[C@H]1Oc2ccc(NS(=O)(=O)c3ccc(F)cc3)cc2C(=O)N([C@H](C)CO)C[C@@H]1C	-4.8
38	CO[C@@H]1CN(C)C(=O)c2cc(NC(=O)C3CC3)ccc2OC[C@@H](C)N(C(=O)c2ccccc2)C[C@@H]1C	1.1
39	Cc1noc(C)c1NC(=O)N(C)C[C@H]1OCCCC[C@H](C)Oc2ccc(NS(=O)(=O)c3ccc(F)cc3)cc2C(=O)N([C@H](C)CO)C[C@@H]1C	1.0
40	Cc1cccc(S(=O)(=O)N(C)C[C@@H]2OCc3ccccc3-c3ccccc3C(=O)N([C@@H](C)CO)C[C@H]2C)c1	-1.5
41	Cc1noc(C)c1NC(=O)Nc1ccc2c(c1)CC(=O)N([C@H](C)CO)C[C@H](C)[C@@H](CN(C)C(=O)Nc1ccc(F)cc1)O2	0.6
42	C[C@H]1CCCCO[C@@H](CN(C)Cc2ccc(Cl)c(Cl)c2)[C@@H](C)CN([C@@H](C)CO)C(=O)c2cc(NC(=O)Nc3ccc(C(F)(F)F)cc3)ccc2O1	-5.0
43	COCC(=O)N1C[C@H](C)[C@@H](OC)CN(C)C(=O)c2cc(NC(=O)C3CCC3)ccc2OC[C@@H]1C	-2.7
44	C[C@H]1CN([C@@H](C)CO)S(=O)(=O)c2ccc(-c3cncnc3)cc2O[C@H]1CN(C)C	-1.3
45	C[C@H]1CCCCO[C@@H](CN(C)S(=O)(=O)c2ccc(F)cc2)[C@@H](C)CN([C@@H](C)CO)C(=O)c2cc(NS(=O)(=O)c3ccc(F)cc3)ccc2O1	0.3
46	C[C@H](CO)N1C[C@H](C)[C@H](CN(C)Cc2ccc(Cl)c(Cl)c2)OCCCC[C@H](C)Oc2ccc(NC(=O)C3CCCCC3)cc2C1=O	-3.5
47	COc1ccc(CN(C)C[C@@H]2OCCCC[C@H](C)Oc3ccc(NC(=O)Nc4ccccc4)cc3C(=O)N([C@@H](C)CO)C[C@@H]2C)cc1	-1.0
48	CO[C@H]1CN(C)C(=O)c2ccc(NC(C)=O)cc2OC[C@H](C)N(C(=O)c2ccncc2)C[C@H]1C	-1.8
49	O=C(C[C@@H]1CC[C@H]2[C@@H](COC[C@@H](O)CN2C(=O)Nc2cc(Cl)cc(Cl)c2)O1)N1CCOCC1	1.1
50	CN(C)C(=O)c1ccc(-c2ccc3c(c2)[C@@H]2[C@@H](CCN2C(=O)c2ccccc2)[C@H](CO)N3)cc1	1.4
51	O=C(C[C@H]1C[C@@H]2c3cc(NC(=O)Nc4ccccc4)ccc3O[C@@H]2[C@H](CO)O1)NCCN1CCCCC1	-0.9
52	COc1ccc(NC(=O)Nc2ccc3c(c2)C(=O)N([C@H](C)CO)C[C@H](C)[C@@H](CN(C)S(=O)(=O)c2c(C)noc2C)OCCCC[C@@H](C)O3)cc1	-5.2
53	COc1ccc(S(=O)(=O)Nc2ccc3c(c2)C(=O)N([C@H](C)CO)C[C@@H](C)[C@H](CN(C)S(=O)(=O)c2ccc(Cl)cc2)OCCCC[C@H](C)O3)cc1	-1.4
54	COc1ccc(NC(=O)N(C)C[C@@H]2OCCCC[C@H](C)Oc3ccc(NC(=O)CCC(F)(F)F)cc3C(=O)N([C@@H](C)CO)C[C@@H]2C)cc1	-2.7
55	CCS(=O)(=O)Nc1ccc2c(c1)C(=O)N(C)C[C@H](OC)[C@H](C)CN(CCC(F)(F)F)[C@H](C)CO2	0.1
56	C[C@H](CO)N1C[C@H](C)[C@@H](CN(C)C)Oc2c(NS(=O)(=O)c3ccc(Cl)cc3)cccc2C1=O	-1.9

Sorted by SMILES length (largest number first): 3 of the compounds above.
cpd	SMILES	Mtb BioA inh
53	COc1ccc(S(=O)(=O)Nc2ccc3c(c2)C(=O)N([C@H](C)CO)C[C@@H](C)[C@H](CN(C)S(=O)(=O)c2ccc(Cl)cc2)OCCCC[C@H](C)O3)cc1	-1.4
52	COc1ccc(NC(=O)Nc2ccc3c(c2)C(=O)N([C@H](C)CO)C[C@H](C)[C@@H](CN(C)S(=O)(=O)c2c(C)noc2C)OCCCC[C@@H](C)O3)cc1	-5.2
51	O=C(C[C@H]1C[C@@H]2c3cc(NC(=O)Nc4ccccc4)ccc3O[C@@H]2[C@H](CO)O1)NCCN1CCCCC1	-0.9

Remaining list, next part
cpd	SMILES	Mtb BioA inh
57	C[C@H]1CN([C@@H](C)CO)C(=O)c2cc(NS(=O)(=O)c3ccc(Cl)cc3)ccc2O[C@H]1CN(C)CC1CCCCC1	-0.8
58	C[C@@H]1CN([C@@H](C)CO)C(=O)c2cccc(NS(=O)(=O)c3ccc(Cl)cc3)c2O[C@H]1CN(C)C(=O)Nc1ccccc1	-4.2
59	COCC(=O)Nc1ccc2c(c1)[C@H]1C[C@@H](CC(=O)N[C@@H](C)c3ccccc3)O[C@H](CO)[C@H]1O2	-3.2
60	COc1cccc(S(=O)(=O)N[C@@H]2CC[C@@H](CC(=O)NC3CCC3)O[C@@H]2CO)c1	-0.5
61	C[C@H](CO)N1C[C@H](C)[C@@H](CN(C)C(=O)c2cccnc2)Oc2ncc(C#CCN(C)C)cc2C1=O	2.1
62	C[C@@H]1CN([C@@H](C)CO)S(=O)(=O)c2ccc(C#CC3CC3)cc2O[C@H]1CN(C)Cc1ccccc1	0.1
63	CC(C)NC(=O)Nc1ccc2c(c1)CC(=O)N([C@@H](C)CO)C[C@H](C)[C@H](CN(C)C(=O)Nc1cccc3ccccc13)O2	-0.3
64	COCCCNC(=O)[C@@]1(Cc2ccccc2)COC(c2ccc(OCCCO)cc2)=N1	0.3

In another format: entries from further up
64. COCCCNC(=O)[C@@]1(Cc2ccccc2)COC(c2ccc(OCCCO)cc2)=N1
  Mtb BioA inh: 0.3

58. C[C@@H]1CN([C@@H](C)CO)C(=O)c2cccc(NS(=O)(=O)c3ccc(Cl)cc3)c2O[C@H]1CN(C)C(=O)Nc1ccccc1
  Mtb BioA inh: -4.2

57. C[C@H]1CN([C@@H](C)CO)C(=O)c2cc(NS(=O)(=O)c3ccc(Cl)cc3)ccc2O[C@H]1CN(C)CC1CCCCC1
  Mtb BioA inh: -0.8

60. COc1cccc(S(=O)(=O)N[C@@H]2CC[C@@H](CC(=O)NC3CCC3)O[C@@H]2CO)c1
  Mtb BioA inh: -0.5

Further records:
cpd	SMILES	Mtb BioA inh
65	CC(C)NC(=O)Nc1ccc2c(c1)CC(=O)N([C@H](C)CO)C[C@@H](C)[C@@H](CN(C)Cc1ccc3c(c1)OCO3)O2	0.2
66	O=C(C[C@@H]1C[C@@H]2c3cc(NC(=O)Cc4ccncc4)ccc3O[C@@H]2[C@@H](CO)O1)NCCN1CCCCC1	1.0
67	CC(=O)N1[C@@H](CO)[C@H](c2ccccc2)[C@@H]1CN(C)S(=O)(=O)c1ccccc1	-2.1
68	CC(C)NC(=O)N(C)C[C@@H]1Oc2cc(-c3ccccc3)ccc2S(=O)(=O)N([C@H](C)CO)C[C@@H]1C	-0.7
69	Cc1ccccc1S(=O)(=O)N1C[C@H](O)COC[C@@H]2O[C@@H](CC(=O)N3CCOCC3)CC[C@H]21	-1.2
70	CC(C)COC(=O)N(C)C[C@@H]1OCc2cn(nn2)CCCC(=O)N([C@@H](C)CO)C[C@@H]1C	-0.7
71	Cc1ccc(S(=O)(=O)N(C)C[C@@H]2OCCCC[C@@H](C)Oc3ccc(NC(=O)C4CCCCC4)cc3C(=O)N([C@@H](C)CO)C[C@@H]2C)cc1	0.0
72	CN(C)C(=O)C[C@H]1CC[C@@H]2[C@H](COC[C@H](O)CN2C(=O)C2CCCC2)O1	-0.1
73	CO[C@@H]1CN(C)C(=O)c2cc(NC(=O)c3ccccc3)ccc2OC[C@H](C)N(C(C)=O)C[C@H]1C	0.3
74	CCNC(=O)C[C@@H]1CC[C@H]2[C@H](COc3ccc(NC(=O)c4ccc(C(F)(F)F)cc4)cc3C(=O)N2C)O1	7.5
75	O=C(C[C@@H]1C=C[C@H](NC(=O)C2CCC2)[C@@H](CO)O1)NC1CCC1	-1.4
76	COCC#Cc1ccc([C@@H]2[C@H]3CN(C(=O)Nc4cc(F)ccc4F)CCCCN3[C@H]2CO)cc1	0.2
77	C[C@@H]1CN([C@@H](C)CO)C(=O)c2cc(-c3ccccc3)cnc2O[C@@H]1CN(C)C(=O)Nc1ccc2c(c1)OCO2	1.5
78	CCCNC(=O)C[C@@H]1CC[C@H]2[C@H](COc3ccc(NC(=O)NCC)cc3C(=O)N2C)O1	-0.1
79	C[C@H]1CN([C@@H](C)CO)C(=O)Cc2cc(NC(=O)Cc3ccccc3)ccc2O[C@H]1CN(C)CC1CC1	-1.2
80	COc1ccc(NC(=O)N(C)C[C@H]2OCCCC[C@H](C)Oc3ccc(NC(=O)Nc4cccc5ccccc45)cc3C(=O)N([C@H](C)CO)C[C@@H]2C)cc1	1.7
